High-throughput results (PubChem BioAssay)
POLI inh: blocks human DNA polymerase iota activity. Q9UNA4. hit rate 1% among 390,000. Pol iota fluorescent replication assay, 10 min. AID 588590. Potency, µM (titrated, usually from 115 µM), for the others: at the top dose activity, negative = inhibition, usual class: inhibitors
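Pol iota at 10 nM preincubated 15 min with compounds at room temperature; reaction started with fluorescent substrate, 50 nM final. Fluorescence read kinetically at 0 and 10 min; buffer-only wells as negative control.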
Apoferritin bind: binds horse apoferritin like a general anesthetic. hit rate 0.074% among 350,000. Potency, µM (titrated, usually from 77.5 µM), inactives show top-dose activity change, negative = displacement, most hits filed as inhibitors. apoferritin/1-aminoanthracene competitive binding, fluorescence. AID 485281; further: on the % scale 0 is the no-effect control and ±100 the full control effect; nearly all actives have a fitted effect of over 20% in size
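Read-out: endpoint 1-AMA fluorescence, excitation 380 nm and emission 535 nm, after compounds sit 10 min at room temperature with 10 uM horse-spleen apoferritin in 50% saturated 1-AMA/PBS. Values come from four-parameter Hill fits.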
POLK inh: inhibitors of human DNA polymerase kappa; purified Pol kappa, fluorescent DNA synthesis assay, 10 min; Q9UBT6; AID 588579; hit rate 0.53% among 400,000; Potency, µM (titrated, usually from 107 µM), for the others: at the highest dose activity, negative = inhibition, hits mostly inhibitors; further: on the % scale 0 is the no-effect control and ±100 the full control effect
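10 nM Pol kappa preincubated 15 min at room temperature with compounds, then reaction started with substrate at 50 nM final. Fluorescence read kinetically at 0 and 10 min; buffer-only wells served as negative control.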
BAZ2B inh: inhibitors of human BAZ2B bromodomain; AlphaScreen BAZ2B-H3K14Ac peptide displacement; Potency, µM (titrated, usually from 114 µM), for the others: at the top dose activity change, negative = inhibition, usual class: inhibitors; hit rate 4.4% among 360,000; further: on the % scale 0 is the no-effect control and ±100 the full control effect; nearly all actives have a fitted effect of over 60% in size
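Multi-concentration screen (max 110 uM) measuring displacement of acetylated histone H3 peptide from BAZ2B by AlphaScreen, using 50 nM protein, 50 nM peptide and 10 ug/mL streptavidin donor plus Ni-chelate acceptor beads.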
G9a block: blocks human histone lysine methyltransferase G9a | Potency, µM (doses to about 102 µM), for the others: top-dose activity, negative = inhibition, usual class: inhibitors | G9a H3K9 monomethylation, AlphaScreen, 2 h | hit rate 8.8% among 350,000; further: on the % scale 0 is the no-effect control and ±100 the full control effect; nearly all actives have a fitted effect of over 75% in size
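Readings reflect AlphaScreen signal from monomethyl-H3K9 antibody detection. HMT at 20 nM; substrate b-H3K9 500 nM; cofactor SAM 20 uM; 2 h RT reaction; compounds tested as titrations in qHTS with 15 min preincubation.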
BLM inh: inhibitors of human Bloom syndrome helicase BLM; recombinant BLM DNA unwinding, fluorescence dequenching; Potency, µM (highest dose often 56.1 µM), for the others: at the top dose activity change, negative = inhibition, usual class: inhibitors; hit rate 0.2% among 350,000;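 further: plate controls were vehicle for no effect and no enzyme for full effect; nearly all actives have a fitted effect of over 35% in size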
POLH inh: inhibitors of human DNA polymerase eta. Q9Y253. hit rate 1.2% among 390,000. Potency, µM (doses to about 114 µM), for the others: at the top dose activity change, negative = inhibition, most hits filed as inhibitors. AID 588591. recombinant Pol eta, fluorescent DNA replication assay; further: on the % scale 0 is the no-effect control and ±100 the full control effect
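Fluorescent replication assay: 50 nM final substrate added after a 15 min room-temperature compound preincubation with 10 nM enzyme. Signal taken at 0 min and again at 10 min.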
POLB inh: DNA polymerase beta (human) inhibition; P06746; Pol beta primer extension/strand displacement, fluorescence kinetic; Potency, µM (top dose mostly 114 µM), for inactives: at the highest dose activity change, negative = inhibition, usual class: inhibitors; hit rate 1.3% among 340,000; further: on the % scale 0 is the no-effect control and ±100 the full control effect
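Curves were derived by four-parameter Hill fits of normalized qHTS data. The kinetic fluorescent primer-extension read was taken at 0 and 10 min after 50 nM substrate, following a 15 min room-temperature preincubation of 10 nM enzyme with compounds.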
APE1 inh: APE1 (human) endonuclease inhibition; P27695; recombinant APE1, TAMRA/BHQ-2 abasic DNA cleavage fluorescence; Potency, µM (highest dose often 65.8 µM), for the others: top-dose activity change, negative = inhibition, actives largely listed as inhibitors; hit rate 0.35% among 350,000;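 further: plate controls were vehicle for no effect and reference inhibitor for full effect; nearly all actives have a fitted effect of over 55% in size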
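Enzyme (0.75 nM final) and test compound are incubated 15 min at room temperature before adding 50 nM quenched THF abasic-site duplex. Cleavage dequenches TAMRA, followed at 525/598 nm over three reads one minute apart.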
* marks the source's active call; other numbers are inactive results; ? = inconclusive; · = not tested or not shown; [ ] = dose if it differs, or a comment. The call rests on the fitted dose curve; in most records, active means well fitted curve in the direction sought with a large enough effect; inconclusive means small, poorly fitted or top-dose-only effect, or another doubt; inactive means no such curve, though single readings can be large; an effect the other way counts as inactive or inconclusive. Potency means the concentration at half of the fitted maximal effect.

SMILES	POLI inh	Apoferritin bind	POLK inh	BAZ2B inh	G9a block	BLM inh	POLH inh	POLB inh	APE1 inh
Cc1cc(C)cc(Nc2cc(C(=O)NCCCN(Cc3ccccc3)C(C)C)c3ccccc3n2)c1	-19%	273%[activator]	-10%[60.1 µM]	11%	0%[59 µM]	-7%	-8%	2%	·
CC1CCCCC1NC(=O)CN1C(=O)c2ccccc2S1(=O)=O (stereo not drawn)	6%	-15%	-1%	-1%	27%	1%	0%	26%	-3%
Cn1cccc1/C=N\NC(=O)C1COc2ccccc2O1 (stereo not drawn)	-17%	-9%	-5%	?	-16%	2%	9%	88%	16%
COc1ccc(OC)c(NC(=O)c2c(C)oc3ncnc(N4CCOCC4)c23)c1	21%	?	7%	-14%[57.1 µM]	-42%[59 µM]	0%	11%	-1%	·
O=C(c1ccccc1Cl)N1N=C(c2cccs2)CC1c1cccc(O)c1 (stereo not drawn)	-1%	-19%	-3%	-25%	10%	-3%	-12%	-3%	27%
CCOc1ccc(Oc2cc(NC(=O)c3ccco3)cc([N+](=O)[O-])c2)cc1	43%[activator]	?	-8%	-35%	-36%[59 µM]	-7%	-14%	15%	-5%
O=C(Cn1cnc2ccccc2c1=O)NCCC(=O)N1CCN(Cc2ccccc2)CC1	-4%	-5%	10%	9%	?	-7%	-6%	-6%	-5%
CC(C)NC(=O)Cn1cc(C(=O)C2CC2)c2ccccc21	?	-6%	-1%	-2%	-3%	-3%	-5%	0%	2%
O=C(Nc1ccc(Cn2cccn2)cc1)c1ccc(COc2ccccc2Br)cc1	-26%[58.9 µM]	-13%	-12%	7%	14%[59 µM]	-10%	3%	-7%	?
O=C(Nc1cccc(C(=O)Nc2ccc(Br)cc2)c1)c1ccccc1	-24%	-19%	-1%	2%	24%[59 µM]	-8%	-8%	2%	14%
O=C(OCCN1CCCCC1)c1ccccc1Cl	-2%	-20%	-14%	-20%	?	-5%	2%	-6%	4%
Nc1nnc(CC(c2ccccc2)c2ccccc2)s1	5%	-17%	0%	-7%	-2%[59 µM]	0%	-13%	68%	-4%
CCC(C)N(C(=O)COC(=O)COc1c(C)cc(C)cc1C)C1CCS(=O)(=O)C1 (stereo not drawn)	39%[activator]	·	-6%	10%	-1%	·	-18%	·	5%
N#Cc1ccccc1Cn1cc(C#N)c2ccccc21	2%	-11%	-11%	20%	3%[59 µM]	-2%	-8%	8%	2%
O=C(c1ccc(F)cc1F)N1CCCc2ccccc21	-11%	4%	5%	3%	17%	-5%	?	-20%	11%
O=C(O)COc1ccccc1/C=N/NC(=O)CSc1nnc(SCc2cccc3ccccc23)s1	8%	-20%	-12%	15%	·	3%	?	?	?
CC1CCN(C(=O)/C(=C/c2ccccc2Cl)c2ccccc2)CC1	?	?	-6%	0%	-6%[59 µM]	-11%	-22%	7%	0%
C/C(=N/NC(=O)c1nnn(-c2nonc2N)c1COc1ccccc1)c1ccccc1Cl	-24%	-26%	8%	-3%	17%	-8%	-28%	-2%	49%[activator]
Cc1ccc(Cn2nnc(C(=O)Nc3cccc(C)c3C)c2N)cc1	7%	?	-6%	1%	13%[12.7 µM]	1%	1%	-6%	-1%
CC(C)=N/N=C(\N)SCc1ccccc1	-1%	-20%	-13%	79µM*	7.9µM*	0%	4%	0%	5%
COc1cc(C(=O)NCCOc2cc(C)cc(C)c2)cc(OC)c1OC	26%	-6%	-2%	-9%	15%	-1%	-24%	1%	26%
Cc1ccc(Oc2nc(-c3ccccc3)ncc2S(C)(=O)=O)cc1	-9%	-8%	-13%	1%	-4%	2%	-15%	8%	-4%
O=C(CSc1nnc2scc(-c3ccccc3)n12)NCc1ccco1	38%[activator]	-2%	-17%	-35%	79µM*	6%	-1%	2%	5%
Cc1cc(C)cc(NC(=O)C2CCN(S(=O)(=O)c3cccc4nonc34)CC2)c1	24%	-14%	-1%[60.1 µM]	3%	-1%[59 µM]	1%	-17%	2%	·
COc1ccc2c(c1)N(C(=O)CN1C(=O)C3CCCCC3C1=O)C(C)(C)C=C2C (stereo not drawn)	13%	-9%	-9%	-1%	0%[59 µM]	-4%	-10%	-9%	-7%
More structures follow:
SMILES	POLI inh	Apoferritin bind	POLK inh	BAZ2B inh	G9a block	BLM inh	POLH inh	POLB inh	APE1 inh
CC(=O)COC(=O)C1=NN(c2ccccc2)C(=O)CC1	54%[activator]	1%	2%	9%	11%	-1%	0%	-10%	6%
Nn1c(Cc2ccccc2)n[nH]c1=S	38%[activator]	-17%	-5%	-20%	·	-9%	-17%	-1%	17%
CC1CCN(S(=O)(=O)c2ccc(NC(=O)c3cccs3)cc2)CC1	3%	?	-5%	-3%	7%	-8%	-3%	4%	-9%
COC(=O)[C@H](CC(C)C)NC(=O)Nc1cccc(Br)c1	13%	?	0%[60.1 µM]	-4%	-7%[59 µM]	-2%	3%	-1%	2%
CCCN1CCN(c2ncnc3sc(C(=O)Nc4ccc(OC(F)(F)F)cc4)c(C)c23)CC1	4%	?	3%[60.1 µM]	-29%	-23%[59 µM]	-11%	-29%	-27%	·
Cn1c(CN2CCOCC2)nnc1SCc1cccc(F)c1	5%	1%	-14%	-4%	19%	-3%	-13%	5%	-3%
CC(=O)c1ccc(C(=O)N2CCCC(Nc3ccc(C(C)C)cc3)C2)s1 (stereo not drawn)	27%	?	10%	?	?	-1%	-9%	6%	59%[activator]
CC(C)C(NC(=O)CC12CC3CC(CC(C3)C1)C2)C(=O)O (stereo not drawn)	1%	-8%	-13%	-6%	-14%	-2%	-15%	30%	-2%
CCCCCCCCNC(=O)CC(NS(=O)(=O)c1ccc(NC(C)=O)cc1)C(C)C (stereo not drawn)	-15%	-21%	-5%	-7%	-7%	-16%	-16%	67%	18%
O=C(NCCC1=CCCCC1)C1CCCN(S(=O)(=O)c2ccccc2)C1 (stereo not drawn)	12%	0%	-16%	1%	?	3%	-4%	6%	7%
CCCn1cc(CN2CCC(Cc3cccc(F)c3)(C(=O)OCC)CC2)c(C)n1	3%	-3%	0%	-31%	3%	3%	-21%	15%	9%
O=C(Cn1c(=O)n(Cc2ccc(C(=O)NCc3ccc4c(c3)OCO4)cc2)c(=O)c2ccccc21)Nc1cccc(Cl)c1	0%	7%	-4%	-5%	8%[59 µM]	-7%	0%	0%	·
COc1ccc(N(Cc2cccs2)C(=O)c2ccc(C(C)(C)C)cc2)cc1	9%	96%[activator]	-10%	3%	34%[activator][59 µM]	-12%	-20%	?	·
Cc1nnc(NC(=O)c2cc(-c3ccncc3)nc3c(C)cccc23)s1	79µM*	?	-11%	-14%	?	-11%	45µM*	7%	0%
CCCCCC(=O)NNC1CC(=O)N(c2cccc(OCC)c2)C1=O (stereo not drawn)	64%[activator]	29%	-11%	16%	·	-2%	-6%	5%	2%
CCn1c2ccccc2c2cc(NC(C)=O)ccc21	5%	-16%	-7%	2%	5%	-2%	-3%	0%	4%
Cc1nn(C)c(C)c1CCC(=O)N1CCCC(N2CCN(c3ccc(F)cc3)CC2)C1 (stereo not drawn)	36%[activator]	-3%	6%	0%	?	-2%	-20%	3%	40%
CCOC(=O)C1=C(c2ccccc2)NC(SC)=C(C#N)C1c1cccnc1 (stereo not drawn)	12%	-3%	-2%	0%	6%[59 µM]	-5%	-11%	1%	-6%
O=C(NNC1CC(=O)N(c2ccccc2)C1=O)c1ccccc1Cl (stereo not drawn)	22%	-8%	-2%	-3%	·	-2%	-22%	-2%	-1%
Cc1cc(Nc2cccc(Cl)c2)nc2ccc(NC(=O)COc3ccc(Cl)cc3)cc12	11%	243%[activator]	?	1%	1%[59 µM]	-3%	-16%	-21%	·
CC(NCc1cccc(S(=O)(=O)N(C)C)c1)c1ccc(F)cc1 (stereo not drawn)	2%	4%	-22%	50µM*	·	-5%	-5%	1%	4%
Cc1ccc(Cl)cc1NC(=O)C(C)n1nnc2sc(-c3ccccc3)cc2c1=O (stereo not drawn)	-5%	6%	-2%	?	1.1µM*	0%	-17%	0%	·
Cc1ccc2c(=O)cc(C(=O)Nc3sc4c(c3C(=O)NCC3CCCO3)CCC4)oc2c1 (stereo not drawn)	?	-1%	11%	-14%	-32%[59 µM]	-6%	2%	18%	·
O=S(=O)(c1cccc(NC(=S)NCc2ccco2)c1)N1CCOCC1	-11%	6%	-19%	-10%	?	-4%	-16%	1%	-5%
CC1(C)CC(=O)C2=C(C1)N(c1ccc(F)cc1)C(=O)CC2c1ccccc1 (stereo not drawn)	2%	-15%	2%	10%	-2%	-2%	-19%	2%	5%
COc1ccc(C(=O)NCc2cc(C)nc3ccccc23)cc1OC	158%[activator]	-6%	-4%	2%	-31%	0%	-7%	6%	0%
Cc1noc(C)c1CSCC(=O)Oc1ccc(N(C)S(=O)(=O)c2ccccc2)cc1	15%	·	-6%	1%	2%[0.501 µM]	·	-14%	·	46%[activator]
COc1ccc(-n2c(C)nc3sc4c(c3c2=O)CCC4)cc1	?	?	-22%	1%	-46%	0%	-4%	?	-3%
c1ccc(Nc2n[nH]nc2-c2ccccc2)cc1	-4%	-19%	-5%	4%	4%[59 µM]	-3%	-6%	9%	2%
CC(=O)Oc1ccc(C(=O)Nc2cccnc2)cc1	80%[activator]	-1%	-6%	7%	4%	-5%	-3%	16%	13%

Full records, looked up by structure:
CC(C)C(NC(=O)CC12CC3CC(CC(C3)C1)C2)C(=O)O (stereo not drawn) in the list: POLI inh = 1%; Apoferritin bind = -8%; POLK inh = -13%; BAZ2B inh = -6%; G9a block = -14%; BLM inh = -2%; POLH inh = -15%; POLB inh = 30%; APE1 inh = -2%
CCCCCCCCNC(=O)CC(NS(=O)(=O)c1ccc(NC(C)=O)cc1)C(C)C (stereo not drawn) in the list: POLI inh = -15%; Apoferritin bind = -21%; POLK inh = -5%; BAZ2B inh = -7%; G9a block = -7%; BLM inh = -16%; POLH inh = -16%; POLB inh = 67%; APE1 inh = 18%

Gathered by group, the compounds so far with bromine (3)
SMILES	POLI inh	Apoferritin bind	POLK inh	BAZ2B inh	G9a block	BLM inh	POLH inh	POLB inh	APE1 inh
O=C(Nc1ccc(Cn2cccn2)cc1)c1ccc(COc2ccccc2Br)cc1	-26%[58.9 µM]	-13%	-12%	7%	14%[59 µM]	-10%	3%	-7%	?
O=C(Nc1cccc(C(=O)Nc2ccc(Br)cc2)c1)c1ccccc1	-24%	-19%	-1%	2%	24%[59 µM]	-8%	-8%	2%	14%
COC(=O)[C@H](CC(C)C)NC(=O)Nc1cccc(Br)c1	13%	?	0%[60.1 µM]	-4%	-7%[59 µM]	-2%	3%	-1%	2%

An excerpt (hit frequency here may not be typical).
